Assay outcomes from PubChem BioAssay.
SKKanGAS inh: blocks kanamycin growth of S. pyogenes SKKanGAS strain; 300,000 tested, 1.3% active; BacTiter-Glo, 6 h; inhibition, % at 7.5 µM;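 active = mean replicate score, as percent of positive control median, at least 50; inconclusive = mean below 50 but one replicate at or above 50; inactive = mean and every replicate below 50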;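 note: strain carries kanamycin resistance gene driven by streptokinase promoter and grows in 40 µg/ml kanamycin; loss of luminescence reflects streptokinase promoter inhibition or plain growth inhibition; 0% = median of DMSO wells and 100% = positive control at its reference dose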
HSF1 activator: increases HSF-1 driven luciferase reporter signal; activation, % at 9 µM; 300,000 tested, 1.7% active; NIH3T3-HGL HSF-1 luciferase reporter, MG132, 8 h; 100% = twice DMSO control signal;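 active = mean replicate activation of at least 50% with a set share of replicates each reaching 50%; inconclusive = only one of those two conditions met; inactive = mean below 50% and too few replicates reaching it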;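 note: 0% = median of the neutral control wells and 100% = twice that signal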
HIF act: HIF pathway transcriptional activation; U2OS HRE-luciferase reporter, luminescence; normalized: DMSO 0%, desferrioxamine 100%; activation, % at 7.5 µM (by protocol); 300,000 tested, 0.32% active;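 active = mean activation of at least 10% of the iron chelator positive control signal, with at least half of replicates also reaching 10%; inconclusive = mean and replicate majority disagree about reaching 10%; inactive = mean and most replicates under 10%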
HSF1 inh: HSF1 inhibition. NIH3T3-HGL HSE-luciferase, MG132-induced, luminescence 8 h; active compounds read low. activity change, negative = inhibition, % at 7.5 µM (by protocol). 300,000 tested, 0.77% active;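 active = more than half of replicate wells show activity change below -50%, luminescence cut by over half; inconclusive = some wells, but at most half, below -50%; inactive = no replicate well below -50%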;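 note: luciferase reports HSF-1 transcriptional activity via heat shock element; 0% = median of DMSO wells and -100% = zero luminescence signal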
HSP90 inh: blocks HSP90-mediated luciferase refolding in reticulocyte lysate. Rabbit reticulocyte lysate, luciferase refolding luminescence, 3 h. inhibition, % at 5.6 µM. 290,000 tested, 0.91% active;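 active = inhibition above the screen-wide mean plus 3 SD, computed separately per campaign, cut at about 16% in these data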;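 note: 0% = DMSO wells and 100% = 60 µM geldanamycin wells; inhibitors lower the luminescence because luciferase stays unfolded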
AI-2 QS modul: modulates the Vibrio harveyi AI-2 quorum sensing system; Vibrio harveyi JMH597 AI-2 luminescence/OD600 ratio, 9 h; active compounds read low; strain lacks LuxN and CqsS sensors; 0 = neutral-control median; activity change, % at 7.5 µM; 300,000 tested, 0.4% active; AID 2094; in the data active = activity change below about -75%, passing the limit was not always enough; inconclusive = no clear call, values can overlap the other calls;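 note: luminescence divided by OD600 gain over 9 h not by final OD600 alone; inactives centre near 13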
KLF5 inh: inhibitors of KLF5 expression; DLD-1 KLF5 promoter-luciferase reporter, luminescence; inhibition, % at 5 µM; 290,000 tested, 0.23% active; AID 1700;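 active = inhibition above a per-plate limit of that plate's mean compound inhibition plus 3 SD, cut at about 60% in these data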;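 note: 0% = DMSO wells and 100% = LY294002 at 200 µM; higher means less KLF5 promoter-driven luciferase light; inactives centre near -14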
aSyn 5UTR inh: 5' untranslated region of α-synuclein, MLPCN primary screen; alpha-synuclein 5'UTR reporter, inhibitor activity; inhibition, % (tested at 7.5 µM); 300,000 tested, 0.82% active; AID 1813; in the data active = inhibition above about 60%; inconclusive = no clear call, values can overlap the other calls;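 note: H4 neuroglioblastoma cells stably carrying SNCA 5'UTR luciferase fusion; 0% = DMSO wells and 100% = positive control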
Platelet DG rel: platelet dense granule release activity; human platelet-rich plasma, SFLLRN dense granule ATP release, luminescence; inhibition, %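 (compounds screened at 7.5 µM in platelet-rich plasma)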; 300,000 tested, 0.22% active; AID 1663;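 active = mean replicate score, as percent of positive control, at or above 50; inconclusive = mean below 50 but at least one replicate at or above 50; inactive = mean and every replicate below 50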
IEC-6 tox: IEC-6 cytotoxicity, counter-screen for KLF5 inhibitors; luminescence viability; inhibition, % at 5 µM; 290,000 tested, 0.78% active; AID 1825; in the data active = inhibition above about 22%;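 note: 0% = plate median of test compound wells and 100% = cytotoxic reference compound wells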
Starred values were filed as active, the others as inactive; ? = inconclusive; · = not tested or not shown.

SMILES | SKKanGAS inh | HSF1 activator | HIF act | HSF1 inh | HSP90 inh | AI-2 QS modul | KLF5 inh | aSyn 5UTR inh | Platelet DG rel | IEC-6 tox
CN(C)S(=O)(=O)N1CCC(Oc2cccc(C(=O)N3CCCCCC3)c2)CC1 | -4 | -11 | -0.5 | -6 | 4 | 13 | -17 | -8 | -3 | -4
Cc1ccc(NS(=O)(=O)c2ccc(C(=O)N3CCCCCCC3)cc2)cc1 | 7 | 16 | 0.0 | 0 | 2 | 12 | -22 | -3 | 14 | 2
Clc1ccc(SCCOCCN2CCc3ccccc3C2)cc1 | 2 | 3 | 0.0 | 4 | -8 | -4 | -7 | -26 | 10 | 0
COc1ccc(NS(=O)(=O)c2ccc(N)c(C(=O)O)c2)cc1 | -2 | 13 | 0.1 | 2 | 0 | 14 | -11 | 0 | 0 | 5
COc1cccc(/C=N\NC(=O)C2C(=O)NCC2c2ccccc2)c1O (stereo not given) | 1 | 9 | 0.3 | -2 | -2 | 19 | -17 | 20 | 3 | 2
COc1ccccc1-c1c(C#N)c(N)nc2c1CCC2 | -1 | 6 | 0.7 | -6 | 3 | -10 | -10 | 4 | 12 | 8
Cc1ccccc1OCCN(C#N)c1nc(N(C)C)nc(N(C)C)n1 | 12 | 3 | -0.2 | 2 | 3 | 16 | -18 | -18 | -2 | 12
COc1ccc(C(=S)N2CCOCC2)cc1OC(=O)c1ccc([N+](=O)[O-])cc1 | 1 | 20 | -0.2 | -5 | 1 | 17 | -42 | -11 | -3 | 5
Cc1ccc(OC/C(=N\O)C(C)(C)C)c([N+](=O)[O-])c1 | 19 | 24 | 0.9 | 3 | -1 | 16 | -54 | -77 | -5 | 4
COc1ccc(C(=O)Nc2ccc(C(=O)NCCc3ccccc3)cc2)cc1 | -1 | 18 | 0.1 | 1 | 1 | 0 | -11 | -28 | 0 | 2
Cn1nc(C(F)(F)F)c(-c2cccc(C(F)(F)F)c2)c1NC(=O)Nc1ccc(F)cc1 | 9 | 4 | -1.2 | 2 | -1 | 10 | -12 | -12 | 2 | 3
O=C(COc1ccc2ccccc2c1)NCCc1ccc2c(c1)OCCO2 | -3 | -11 | -0.2 | -2 | 2 | ? | 10 | -1 | -1 | -10
O=C(c1c(Cl)cccc1Cl)N1CCCCCC1 | 2 | -7 | -0.3 | -6 | -4 | 18 | -8 | 21 | 5 | 2
CC(=O)Nc1sc2c(c1C(c1ccccn1)N1CCN(C)CC1)CCCC2 (stereo not given) | 1 | -7 | -0.2 | -5 | 4 | 22 | -14 | -25 | -3 | 3
COc1ccc(OC)c(NC(=O)c2cccc(Cn3cc(Br)c([N+](=O)[O-])n3)c2)c1 | 5 | 13 | 0.3 | 7 | 4 | 0 | -8 | 49 | 3 | 6
COc1cccc(-n2c(CNC(=O)OC(C)(C)C)n[nH]c2=S)c1 | 3 | 6 | -0.1 | -5 | 6 | 25 | -7 | 4 | 1 | -1
O=C(Nc1ccc2c(c1)OCCO2)C1CC(c2ccc(F)cc2)=NO1 (stereo not given) | -6 | 13 | 1.1 | 0 | 1 | 9 | -7 | -1 | -8 | -1
N=C(N)Sc1nc(N2CCCCC2)nc(N2CCCCC2)n1 | 0 | 6 | -0.2 | 1 | -6 | 12 | -22 | -15 | 5 | -9
CCOC(=O)Cn1c(C)[n+](CC(=O)c2ccccc2)c2ccccc21 | -1 | 43 | -0.3 | 8 | 2 | 9 | -8 | -22 | 18 | -9
O=C(Nc1ccc(N2CCOCC2)cc1)Nc1cnsn1 | 0 | 3 | 0.7 | 4 | 6 | 21 | -85 | -114 | 3 | 4
CCOc1ncccc1C(=O)OCC(=O)Nc1cccc(C(C)=O)c1 | -2 | -10 | -0.1 | -5 | 2 | -1 | -35 | -39 | 3 | -1
c1ccc(-c2onc3c2CCCC3)cc1 | 7 | 4 | -0.1 | 4 | -2 | 12 | -1 | -7 | -3 | -3
CCC(NC(=O)c1ccncc1)c1ccccc1 (stereo not given) | -2 | 3 | 0.7 | 0 | -2 | 17 | -6 | -7 | -1 | -4
CCC/C(O)=N\S(=O)(=O)c1ccc(N=NN(C)C)cc1 | -4 | -15 | -2.2 | -13 | -2 | 14 | -3 | -1 | 0 | 6
Cc1ccc(C)c(NC(=S)N(CCc2ccncc2)C(C)C)c1 | 3 | -7 | -0.2 | -2 | 1 | 11 | -15 | 10 | 1 | -1
Additional structures follow:
SMILES | SKKanGAS inh | HSF1 activator | HIF act | HSF1 inh | HSP90 inh | AI-2 QS modul | KLF5 inh | aSyn 5UTR inh | Platelet DG rel | IEC-6 tox
COc1ccc(S(=O)(=O)N2CCCC2CNC(=O)C(=O)NCc2ccc3c(c2)OCO3)cc1 (stereo not given) | 1 | 3 | -0.5 | 4 | · | 28 | · | 11 | -24 | ·
O=C(CN1C(=O)COc2ccc(S(=O)(=O)N3CCCC3)cc21)Nc1cccc(F)c1 | 2 | -5 | -0.2 | -6 | -2 | 6 | -26 | 12 | 4 | 0
Oc1c(Cl)cc(Cl)c2c1NCCC2 | 69* | -3 | -2.5 | -15 | 2 | 40 | -22 | 13 | 2 | 2
COc1cccc(CNc2nc3nc(C)c(Cl)c(C)n3n2)c1 | -4 | 23 | 3.6 | 12 | 4 | 24 | -82 | -95 | -2 | 6
O=C(NCCO)c1ccc(Cl)c(Cl)c1 | 3 | -3 | -1.2 | 0 | -3 | 16 | -9 | -11 | -2 | 0
CCOC(=O)C1=CN(Cc2ccc(OC)cc2)C=C(C(=O)OCC)C1c1cccs1 | 12 | 51* | -0.3 | 26 | 0 | 23 | 0 | 28 | 15 | 4
O=C1Nc2cc(C(F)(F)F)ccc2N2CCCCC12 (stereo not given) | -2 | 3 | -0.7 | 4 | 3 | -4 | -23 | 8 | 0 | 4
O=C(CN1c2ccccc2S(=O)(=O)c2ccccc21)NCc1ccccc1 | 7 | -13 | -0.5 | 0 | 9 | -3 | -22 | -21 | -12 | 2
Cc1c([N+](=O)[O-])cnc(Sc2ccccc2)c1[N+](=O)[O-] | -7 | 6 | 1.8 | -4 | · | 16 | · | -8 | 5 | ·
COCCCNC(=O)CCC(=O)NNc1nc2ccccc2c2nc(-c3ccccc3)nn12 | 13 | 13 | 0.0 | 8 | 0 | 18 | 8 | -43 | -2 | 10
CCCCOc1ccccc1/C=N/NC(=O)CC#N | 3 | -12 | 0.0 | 0 | 1 | 11 | -2 | 18 | -16 | 4
O=C(CCCN1C(=O)/C(=C\c2cccs2)SC1=S)NNC(=O)c1cccnc1 | 3 | 11 | -0.5 | -2 | -1 | 17 | -48 | 0 | 20 | -2
COc1ccc(OC)c(NC(=O)CSc2nnc(C3CCCCC3)n2-c2ccccc2)c1 | -3 | 3 | -6.0 | 4 | 2 | 23 | 2 | 21 | 1 | 8
Cc1nn(Cc2ccccc2)c(Cl)c1/C=C/C(=O)OC(C(=O)NC(N)=O)C(C)C (stereo not given) | 4 | 3 | 0.1 | 2 | 4 | 6 | -3 | 1 | -2 | 1
NS(=O)(=O)c1ccc(-n2nncc2C23CC4CC(CC(C4)C2)C3)cc1 | -10 | 2 | · | 3 | 1 | 9 | 5 | -8 | -7 | 0
CCCCNC(=S)NCCN1CCCCC1 | -8 | 13 | -0.1 | 0 | 2 | 11 | 25 | -5 | 2 | 1
COc1ccc(CCNC(=O)c2ccc(N3CCCCS3(=O)=O)cc2)cc1OC | -3 | 10 | -0.4 | -2 | 0 | 25 | 2 | 1 | 6 | 2
Cc1cccc(C(=O)NCCc2nnc(SCC(=O)Nc3nc(C)cs3)n2C)c1 | -3 | 18 | -0.2 | -2 | -4 | 5 | -22 | 3 | 5 | -2
CCOC(=O)c1[nH]c(C)c(C(=O)Nc2cc(Cl)ccc2C)c1C | -13 | -8 | -0.3 | -8 | 1 | -2 | 72* | -24 | -13 | 82*
CC(Sc1ccc(Cl)cc1)C(=O)N(C)CC(=O)Nc1ccc(N2CCOCC2)cc1 (stereo not given) | -8 | 4 | 0.1 | 13 | · | 9 | · | 6 | -10 | ·
Cc1ccc(C)c(OC(C)C(=O)Nc2nccs2)c1 (stereo not given) | -2 | -1 | 0.5 | 1 | -2 | 19 | -13 | -7 | 0 | -8
O=C(O)c1cc2ccccc2cc1Nc1ccccc1 | -16 | -7 | 0.3 | -2 | -3 | 60 | -16 | 8 | 4 | -3
Cc1ccc(-n2c(N)c(C(=O)NCc3ccco3)sc2=S)cc1 | 0 | -16 | -0.4 | 9 | -3 | 15 | -11 | 19 | 3 | 0
CC(Oc1ccccc1)C(=O)Nc1cccc([N+](=O)[O-])c1 (stereo not given) | -3 | 37 | 0.0 | 9 | 1 | 9 | 0 | -14 | -4 | 0
CCOc1ccc(S(=O)(=O)N2CCN(C(=O)CN3C(=O)NC4(CCCC4)C3=O)CC2)cc1 | 25 | -4 | -0.9 | -4 | · | 26 | · | -5 | -2 | ·
The listing continues:
SMILES | SKKanGAS inh | HSF1 activator | HIF act | HSF1 inh | HSP90 inh | AI-2 QS modul | KLF5 inh | aSyn 5UTR inh | Platelet DG rel | IEC-6 tox
FC(F)(F)c1nc2ccccc2nc1N/N=C/c1c(Cl)cccc1Cl | 19 | · | · | · | -1 | -3 | -7 | · | · | 0
COc1ccc(NC(=O)CSc2ccc(-c3sc(C)nc3C)nn2)cc1OC | 13 | 7 | 0.3 | -2 | -3 | 40 | 1 | -5 | -7 | -2
COCCCN=C(c1ccco1)n1c(=S)nc(-c2ccco2)n(CCCOC)c1=S | -4 | 14 | 1.4 | 3 | -1 | 24 | -25 | -88 | 5 | -8
Cc1ccc2[nH]c(=S)cc(C)c2c1 | 1 | 15 | 0.4 | -2 | 3 | -2 | 12 | -11 | -1 | 7
CC(=O)c1sc(NC(=O)c2cccnc2Cl)nc1C | 0 | 22 | 0.0 | -4 | 2 | 17 | -22 | -43 | 1 | -5
CCCCN(CCCC)c1cc(C)nc(-c2ccccc2O)n1 | 54* | 8 | -0.1 | 0 | 0 | 12 | -34 | 13 | 0 | -3
CCC(CC)N1CCN(S(=O)(=O)c2ccc(OC)cc2)CC1 | 4 | -5 | -1.1 | -5 | 1 | 52 | -23 | 5 | 4 | -5
O=C(C1=C[C@@H](c2coc3ccccc3c2=O)C[C@@H](OCc2ccc(CO)cc2)O1)N1CCOCC1 | -2 | -1 | -4.7 | -2 | 10 | 9 | -6 | -7 | -7 | -1
Cc1cccc(CN2C(=O)c3ccccc3Sc3ccc(C(=O)NCCCN4CCOCC4)cc32)c1 | 3 | -13 | -0.6 | -3 | 2 | 2 | -4 | -11 | 9 | 1
COc1ccc(-c2nc3n(n2)C(=O)CC(c2ccco2)S3)cc1 (stereo not given) | -8 | 5 | -0.3 | 6 | -3 | 31 | 0 | -48 | -4 | 5
Cc1ccc(N(C(=O)CNC(=O)c2ccco2)C(C(=O)NC2CCCC2)c2ccncc2)cc1 (stereo not given) | 1 | -3 | 0.6 | 2 | 1 | 11 | -16 | -4 | 3 | -4
CN1CCN(c2ccc(S(=O)(=O)N3CCCCC3)cc2NC(=O)Cc2c(F)cccc2Cl)CC1 | -9 | -3 | -0.2 | 5 | · | 2 | · | -58 | -14 | ·
Cc1nc(-c2cn[nH]c2-c2ccc(O)cc2O)cs1 | 0 | 3 | -0.1 | -5 | 2 | 7 | 12 | -32 | 1 | 9
